High-throughput results from PubChem BioAssay.
GAA spleen mod – lysosomal alpha-glucosidase (human) modulation. human spleen homogenate, 4-MU-alpha-glucoside fluorescence. Potency, µM (highest dose often 79.9 µM), for inactives: at the top dose activity change, negative = inhibition, hits mostly inhibitors. 240,000 compounds, 0.006% hits. P10253. AID 2112;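 further: 0% = enzyme with vehicle and -100% = no enzyme basal signal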
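Enzyme source: human spleen homogenate, 1 ug/well. Buffer 50 mM citric acid/K phosphate pH 5.0, 0.01% Tween-20. 4-MU-alpha-glucoside 1 mM; 37 C x 40 min; NaOH/glycine stop; fluorescence.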
TRb-SRC2 inh – disrupts binding of human TR beta to SRC2; TRbeta-SRC2 peptide binding, fluorescence polarization; receptor liganded with 1 µM T3; Potency, µM (series often up to 106 µM), inactives show at the top dose activity change, negative = inhibition, actives largely listed as inhibitors; 280,000 compounds, 0.065% hits; AID 1469;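 further: plate controls were bound peptide for no effect and peptide without receptor for full effect; nearly all actives have a fitted effect of over 50% in size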
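TRb LBD 0.6 uM + Texas Red SRC2 peptide 20 nM, 1 uM T3, Tris buffer w/ 5% DMSO; compound pinned, 5 h RT; FP read ex 555/em 632; normalized to unbound and bound controls.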
RECQ1 helicase – RECQ1 (human) helicase inhibition. P46063. RECQ1 DNA unwinding, red fluorescence kinetic read. Potency, µM (highest dose often 57.3 µM), for inactives: top-dose activity, negative = inhibition, usual class: inhibitors. 240,000 compounds, 0.54% hits;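 further: plate controls were vehicle for no effect and no enzyme for full effect; nearly all actives have a fitted effect of over 30% in size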
Target sequence (P46063 whole entry, looked up): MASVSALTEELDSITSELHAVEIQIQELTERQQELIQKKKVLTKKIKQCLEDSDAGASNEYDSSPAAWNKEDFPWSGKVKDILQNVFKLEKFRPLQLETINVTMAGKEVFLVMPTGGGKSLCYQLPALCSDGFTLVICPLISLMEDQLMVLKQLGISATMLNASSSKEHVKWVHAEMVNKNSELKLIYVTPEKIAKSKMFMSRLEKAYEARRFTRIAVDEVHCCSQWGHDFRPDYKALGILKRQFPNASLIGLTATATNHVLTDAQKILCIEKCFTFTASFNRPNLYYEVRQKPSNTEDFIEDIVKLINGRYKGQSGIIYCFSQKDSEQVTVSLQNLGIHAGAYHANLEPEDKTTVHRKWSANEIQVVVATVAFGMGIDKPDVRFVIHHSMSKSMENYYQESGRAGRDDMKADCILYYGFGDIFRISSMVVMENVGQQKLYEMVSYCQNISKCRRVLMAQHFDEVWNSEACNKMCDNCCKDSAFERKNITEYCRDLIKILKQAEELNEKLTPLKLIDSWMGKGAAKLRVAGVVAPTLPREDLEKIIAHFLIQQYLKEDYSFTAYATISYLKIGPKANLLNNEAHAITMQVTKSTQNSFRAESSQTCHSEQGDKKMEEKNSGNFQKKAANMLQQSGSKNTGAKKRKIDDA
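50 nM RECQ1T1 preincubated 15 min with compound in Tris pH 8.0 buffer with MgCl2, DTT, Tween-20 and 2.5 ug/ml poly(dI-dC); started with 200 nM TAMRA/BHQ-2 forked duplex and 2 mM ATP. Unwinding read as fluorescence (525/598 nm), two reads 2 h apart.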
TR SRC2 fluor cs – alters Texas Red total fluorescence, flagging assay interference. TRb/SRC2 Texas Red total fluorescence interference. AID 1479. Potency, µM (doses to about 106 µM), without a hit: at the top dose fluorescence change, negative = quenching. 280,000 compounds, 0.29% hits; active means well fitted curve in either direction with a large enough effect; inconclusive means small, poorly fitted or top-dose-only effect
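Flags fluorescent or light-absorbing compounds by total fluorescence, S + 2P, at 555 nm excitation and 632 nm emission. Mixture: 20 nM Texas Red SRC2 peptide, 0.6 uM human TRb LBD, 1 uM T3, 5% DMSO; compound exposure 5 h at ambient temperature.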
L3MBTL1 inh – L3MBTL1 (human) inhibition | Q9Y468 | AlphaScreen L3MBTL1–H3K9me1 peptide binding | Potency, µM (top dose mostly 57.1 µM), without a hit: at the top dose activity, negative = inhibition, hits mostly inhibitors | 230,000 compounds, 0.66% hits | AID 485360; further: nearly all actives have a fitted effect of over 60% in size
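Displacement of a biotinylated histone H3(1-15) peptide monomethylated at Lys9 (75 nM) from L3MBTL1 (50 nM) was measured by AlphaScreen after a 30 min room-temperature compound incubation; cefsulodin titration served as intraplate control.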
GoLoco inh red – RGS12 GoLoco-Gai1 interaction inhibition; Potency, µM (highest dose often 61.6 µM), inactives show at the top dose activity, negative = inhibition, actives largely listed as inhibitors; Gai1:RGS12 GoLoco peptide FP, rhodamine, 10 min; AID 880; 230,000 compounds, 0.44% hits; active means well fitted inhibition curve with a large enough effect, not every such curve was filed as active; inactive means no such curve, though single readings can be large or run the other way; further: nearly all actives have a fitted effect of over 30% in size; many of its hits are not listed in these tables
Target sequence (P63096 whole entry, looked up): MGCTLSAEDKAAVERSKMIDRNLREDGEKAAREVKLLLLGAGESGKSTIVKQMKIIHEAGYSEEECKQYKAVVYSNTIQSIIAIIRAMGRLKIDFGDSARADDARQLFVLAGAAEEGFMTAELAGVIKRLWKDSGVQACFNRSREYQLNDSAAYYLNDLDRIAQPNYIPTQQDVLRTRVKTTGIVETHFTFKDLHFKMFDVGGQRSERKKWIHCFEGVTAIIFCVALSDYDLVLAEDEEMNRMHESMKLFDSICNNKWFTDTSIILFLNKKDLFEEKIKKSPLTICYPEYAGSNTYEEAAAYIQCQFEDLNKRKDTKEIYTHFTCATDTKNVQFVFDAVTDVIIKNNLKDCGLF
GAA glycogen – GAA glycogen-cleavage inhibition or activation | P10253 | recombinant GAA, glycogen substrate, Amplex Red glucose oxidase fluorescence | Potency, µM (series often up to 76.4 µM), for inactives: at the highest dose activity change, negative = inhibition, usual class: inhibitors | 300,000 compounds, 0.38% hits;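 further: 0% = full enzyme reaction and -100% = no-enzyme basal signal; the screen sought inhibitors and activators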
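Recombinant human enzyme (4 nM); glycogen substrate; 37 C, 40 min, pH 5.0. Readout: coupled glucose oxidase/Amplex Red fluorescence.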
GAA inhib – inhibitors of human lysosomal alpha-glucosidase | Potency, µM (highest dose often 76.9 µM), for inactives: top-dose activity change, negative = inhibition, hits mostly inhibitors | 200,000 compounds, 0.005% hits | purified human GAA, 4-MU-alpha-glucoside fluorescence | P10253 | AID 1466;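 further: plate controls were uninhibited enzyme wells for no effect and no-enzyme background for full effect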
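Human alpha-glucosidase, 4 nM, pre-mixed with test compounds before 400 uM 4-methylumbelliferyl substrate; 20 min room temperature at pH 5.0. Fluorescence read after pH 10 stop; AC50 values from Hill-equation fits.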
Active calls of the source: *; i = inactive; ? = inconclusive; / = not tested or not shown; & = joins results of further samples; [ ] = another dose, or the depositor's remark. Unless noted, the call rests on the fitted dose curve; in most records, active means well fitted curve in the direction sought with a large enough effect; inconclusive means small, poorly fitted or top-dose-only effect, or another doubt; inactive means no such curve, though single readings can be large; an effect the other way counts as inactive or inconclusive. Unless noted, on the % scale 0 is the no-effect control and ±100 the full control effect; potency means the concentration at half of the fitted maximal effect.

The opening 2 entries, to show the layout:
Below each compound: GAA spleen mod, TRb-SRC2 inh, RECQ1 helicase, TR SRC2 fluor cs, L3MBTL1 inh, GoLoco inh red, GAA glycogen, GAA inhib
> O=C(O)C1CCCN1S(=O)(=O)c1ccc2[nH]c(=O)c(=O)[nH]c2c1 (stereo not drawn)
    -2%, -11%, -2%, -3%, 6%, 0%, 2%, 4%
> CCc1ccc(Nc2ncc3c(n2)CC(C)(C)CC3=O)cc1
    -1%, -10%, -4%, -1%, 5%, 2%, 1%, /

The whole of this part, repeating the preview:
Below each compound: GAA spleen mod, TRb-SRC2 inh, RECQ1 helicase, TR SRC2 fluor cs, L3MBTL1 inh, GoLoco inh red, GAA glycogen, GAA inhib
> O=C(O)C1CCCN1S(=O)(=O)c1ccc2[nH]c(=O)c(=O)[nH]c2c1 (stereo not drawn)
    -2%, -11%, -2%, -3%, 6%, 0%, 2%, 4%
> CCc1ccc(Nc2ncc3c(n2)CC(C)(C)CC3=O)cc1
    -1%, -10%, -4%, -1%, 5%, 2%, 1%, /
> COc1cc(CN2CCSCC2)cc(OC)c1OC
    5%, -3%, -15%, 0%, /, -6%, -3%, -1%
> Cc1ccc(NS(=O)(=O)c2ccc3c(c2)c(=O)n(C)c(=O)n3C)cc1F
    -3%, 6%, 0%, 1%, /, 6%, -4%, -3%
> COC(=O)c1ccc(NC(=O)CNC(=O)C2CCCCC2)c(C)c1
    0%, -13%, -10%, -4%, 1%, 3%, 4%, -14%
> C/C(N)=C(/C#N)C(=O)CSc1nnc(-c2ccccc2)n1C
    4%, 2%, -9%, 1%, -1%, 2%, 0%, /
> CC[C@H]1C(c2cccc(Cl)c2)=NN(c2ccccc2)[C@@H]1CO
    4%[119 µM], 10%, -24%[81.1 µM], 6%, /, 64%[activator][88.7 µM], /, /
> CC1CCCC(C)N1C(=O)c1cc(F)c(F)cc1Cl (stereo not drawn)
    -6%, 0%, 0%, 0%, 2%[11.4 µM], 5%, 2%, -5%
> Cc1ccc(S(=O)(=O)NCC(=O)NCC(=O)OCC(=O)NC(=O)NC(C)(C)C)cc1C
    5%, -3%, -3%, 1%, 4%, 1%, 5%, 1%
> O=C(CCC(=O)c1cccs1)NCc1ccc(Cl)cc1
    -18%, 4%, -5%, -1%, /, -2%, 1%, 0%
> COc1ccc(NC(=O)c2ccc(F)cc2)cc1S(=O)(=O)Nc1cc(C)ccc1Br
    -4%, 11%, -10%, 0%, -4%, 9%, -4%, ?
> Cc1nn(CC(=O)NCc2ccco2)c(C)c1[N+](=O)[O-]
    3%, 2%, i, 0%, /, 17%, 2%, /
> CC1=CC2=NC(=O)CC(C)(C(=O)N(CC(=O)NC3CCCC3)c3cc(C)cc(C)c3)N2C=C1 (stereo not drawn)
    3%, 0%, i, -3%, ?, -5%, 16%, 15%
> COc1cccc(C2C(=O)c3ccccc3C2=O)c1
    3%, 0%, -6%, -4%, -3%, 2%, -10%, -1%
> COCCn1cc(C(=O)NCc2ccco2)c2c3ccccc3n(C)c2c1=O
    2%, -6%, -2%, -5%, /, 0%, 1%, ?
> COc1cc(/C=N\N=C2/SC(CC(=O)O)C(=O)N2c2ccc(O)cc2)ccc1O (stereo not drawn)
    -11%, 5%, -6%, -4%, -3%, /, -25%, -9%
> Cc1ccc2c(c1)C(c1ccncc1)=NNC(c1ccc(C(C)C)cc1)=N2
    -3%, 2%, 7%, -3%, -1%, 10%, 6%, -3%
> CC(=O)c1cc(NC(=O)c2ccccc2)c(=O)oc1/C=C/N(C)C
    -5%, 1%, i, -1%, -3%, 0%, -16%, -12%
> Cc1nn(CC(=O)Nc2ccc3c(c2)oc2ccccc23)c(=O)c2ccccc12
    -3%, -10%, -9%, -1%, -9%, /, 8%, 0%
> COc1ccccc1N1CCN(C(=O)CN(Cc2ccc(Cl)cc2)S(C)(=O)=O)CC1
    -3%, -13%, i, 4%, /, -1%, 7%, -12%
> Cc1cc(C(C)(C)CC(C)(C)C)ccc1OCCOCC[N+](C)(C)Cc1ccccc1
    0%, -3%[201 µM], -18%, -4%[201 µM], 3%, 3%, /, /
> COc1ccccc1Nc1nnc(C)c(=O)[nH]1
    -18%, -10%, 9%, 2%, /, -7%, 2%, -1%
> CCc1ccc2n(-c3ccc(OC)cc3)c([S-])c(C(=O)Nc3cc(C)cc(C)c3)[n+]2c1
    -1%, 4%, -1%, -2%, /, 31%[activator], -4%, /
> N[C@@H](CO)c1cn([C@@H](Cc2cc3ccccc3[nH]2)C(=O)N2CCNCC2)nn1
    4%, -3%, -2%, 0%, /, 0%, 5%, /
> CCc1ccc(-c2nc(C)c(CCO)c(=O)[nH]2)cc1
    1%, -6%, -3%, -1%, 5%, 2%, -4%, -3%
> CN(C)c1ccc(/C=C(\C#N)c2ccccn2)cc1
    -9%, -4%, -3%, -1%, 70%[activator], -64%, 8%, -4%
> Cc1cccc(NC(=S)N2CCCCCC2)c1
    1%, -8%, 7%, 2%, 4%, 2%, 0%, 3%
> CCCN(CCC)S(=O)(=O)c1ccc(C(=O)Nc2nnc(COC)o2)cc1
    -1%, 2%, -12%, -1%, 4%, 6%, 5%, -8%
> Cc1nnc(SCc2ccccc2F)n1NCc1cccs1
    -26%, -16%, i, 4%, /, 6%, 1%, -1%
> COc1ccccc1/C=N/NC(=O)c1cccc(OC(F)(F)C(F)F)c1
    -1%, 8%, -6%, 0%, 6%, -1%, 8%, -5%
> CSc1ccc(/C=N/NC(=O)CNc2ccc3ccccc3c2)cc1
    -6%, 8%, -14%, 3%, -16%, 13%, 2%, -4%
> N#Cc1cccc(C(c2nnnn2C2CCCC2)N2CCC(Cc3ccccc3)CC2)c1 (stereo not drawn)
    1%, -6%, i, 0%, 1%, -2%, -6%, 2%
> COc1ccccc1NS(=O)(=O)c1ccc(N/N=C/C=C/c2ccccc2[N+](=O)[O-])c([N+](=O)[O-])c1
    -3%, 9%, -10%, -4%, -7%, 31%, -14%, -1%
> COc1cc(OC)c(OC)cc1/C=C1\Oc2cc(OS(C)(=O)=O)ccc2C1=O
    3%, -5%, -23%, -8%, ?, 127%[activator], 3%, /
> NC1=NC(=O)C(CC(=O)Nc2ccc3c(c2)OCO3)S1 (stereo not drawn)
    5%, 3%, i, -1%, ?, 54%[activator], 10%, 10%
> COc1ccc(OCc2nnc(SCC(=O)O)n2N)cc1
    2%, -7%, i, -4%, 6%, 18%, -5%, 11%
> CCOc1ccc(NC(=O)CSc2ncnc3c2sc2ccccc23)cc1
    3%, -8%&-5%, -7%, 3%&-1%, ?, -6%, -3%, 1%
> CCS(=O)(=O)c1ccc2oc(SCC(=O)NCc3ccccc3)nc2c1
    -3%, -1%, i, -4%, 7%[11.4 µM], -19%, -4%, 2%
> COc1ccc(CCNC(=O)COC(=O)COc2ccc(Cl)cc2)cc1OC
    -9%, 1%, i, -2%, 8%, 3%, -3%, 4%
> O=S(=O)(c1ccc(Cl)cc1)N1CCC(O)(CN2CCN(Cc3ccccc3)CC2)CC1
    -2%, 1%, i, -3%, /, 2%, -3%, -3%

Looked up above:
Result of Cc1cc(C(C)(C)CC(C)(C)C)ccc1OCCOCC[N+](C)(C)Cc1ccccc1 in RECQ1 helicase: -18%
Result of CCc1ccc(Nc2ncc3c(n2)CC(C)(C)CC3=O)cc1 in GAA spleen mod: -1%
Result of COc1cccc(C2C(=O)c3ccccc3C2=O)c1 in GAA spleen mod: 3%

Other structures follow.
Below each compound: GAA spleen mod, TRb-SRC2 inh, RECQ1 helicase, TR SRC2 fluor cs, L3MBTL1 inh, GoLoco inh red, GAA glycogen, GAA inhib
> Cc1nc2c(cc(Oc3ccc(S(=O)(=O)N4CCOCC4)cn3)c3ccsc32)s1
    -5%, -1%, -25%, -4%, -9%, 21%, -14%, -8%
> Cc1cccc(C)c1-n1nnnc1S(=O)(=O)Cc1ccccc1Cl
    2%, -10%, i, 1%, /, -5%, -3%, -13%
> CC(C)=NN1C(=O)c2ccccc2NC1(C)C
    3%, 0%, 0%, 0%, -4%, 3%, -9%, /
> Cc1cccc(OCC(=O)O/N=C(\N)c2ccc(Br)cc2)c1
    9%, -9%, -5%, -2%, /, 14%, -15%, /
> c1csc(CN2CCN(Cc3cccs3)C2c2cccs2)c1
    -2%, -7%, i, 1%, /, 6%, -5%, 4%
> O=C(CSc1nc2cc(Cl)ccc2s1)N1CCN(C(=O)c2ccco2)CC1
    5%, -17%, -19%, 2%, -3%, 4%, -10%, -7%
> COC(=O)N/N=C/c1ccc(OCCSc2ccc(Cl)cc2)c(OC)c1
    -7%, 0%, -4%, -2%, -11%, 16%, 4%, 0%
> CCN(C(=O)c1cccc(F)c1)c1ccccc1C
    -11%, -9%, i, 0%, 18%[11.4 µM], 7%, 5%, -4%
> CCCOc1ccc(/C=N/NC(=S)Nc2ccccc2[N+](=O)[O-])c(O)c1
    -6%, 2%, -5%, 0%, ?, -3%, -7%, 13%
> CN(c1cccc(NC(=O)CSc2ccc(Cl)cc2)c1)S(C)(=O)=O
    -14%, -9%, -3%, 0%, /, 8%, -2%, -1%
> Cc1cc2c(C)nc(Cc3ccccc3)nc2o1
    10%, -2%, 13%, -7%, -5%, 5%, 32%, -7%
> O=S(=O)(Nc1ccc(Cc2ccncc2)cc1)N1CCCC1
    0%, -11%, -1%, -1%, 1%, 2%, 6%, 3%
> COc1ccc(CNC(=O)[C@H](C)[C@@H]2C[C@@]2(C)[C@@H](NC(=O)OCc2ccccc2)c2ccccc2)cc1OC
    11%&1%, 3%&8%, 3%&-5%, 0%&2%, -12%, 52%&-1%[activator], -5%, 8%
> COC(=O)C1CC(=O)N(CCc2c[nH]c3ccccc23)C1 (stereo not drawn)
    1%, -18%, i, 0%, /, 5%, 5%, 4%
> COc1cc(/C=N/NC(=O)c2cccnc2)ccc1OCC(=O)Nc1c(C)cc(C)cc1C
    9%, -1%, 3%, -1%, 10%, 0%, 3%, -1%
> CCCNC(=O)C(NS(=O)(=O)c1ccc2c(c1)c(=O)n(C)c(=O)n2C)c1ccccc1 (stereo not drawn)
    13%, -1%, -10%, -3%, 4%, 11%, -6%, -4%[15.4 µM]

The list is partial. The share of hits here may be higher or lower than overall.
